# Nrf2 block = Nrf2 pathway inhibition. hit rate 2.1% among 360,000. Potency, µM (highest dose often 46 µM), inactives show top-dose activity change, negative = inhibition, usual class: inhibitors. A549 ARE-Fluc reporter, luciferase luminescence, 18-24 h; note: potency is the fitted concentration of half-maximal effect; % is set by controls: 0 for no effect and ±100 for the full control effect; nearly all actives have a fitted effect of over 60% in size
#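 Quantitative HTS in A549 cells stably bearing an antioxidant response element-firefly luciferase construct. Inhibition of Nrf2-driven transcription was scored by luminescence after 18-24 h of compound exposure at 37 °C.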
# HepG2 tox = kills HepG2 cells in TGF-b inhibitor counter-screen; HepG2 CAGA-GFP viability, ATP luminescence, 18 h; Potency, µM (series often up to 46.1 µM), for the others: top-dose activity change, negative = cytotoxicity, usual class: cytotoxic; hit rate 0.76% among 410,000; note: potency is the fitted concentration of half-maximal effect; some results filed as inactive show a strong effect at the top dose
#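 CellTiter-Glo luminescence gave cytotoxicity after 18 hours at 37 degrees C. The cells were HepG2 CAGA-GFP in 1% FBS DMEM, stimulated with 500 pg/mL TGF-beta after compound addition. %Activity was normalised to no-cell wells (complete cell-killing) and DMSO (no toxicity), and curves were fitted and classified.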
# TGFb SMAD3 inh = inhibitors of TGF-b signaling. Potency, µM (top dose mostly 46.1 µM), for inactives: at the highest dose activity, negative = inhibition, usual class: inhibitors. HepG2 CAGA-GFP TGF-b/SMAD3 reporter, GFP fluorescence, 18 h; TGF-beta stimulated, 500 pg/mL final. AID 588855. hit rate 1.2% among 410,000; note: potency is the fitted concentration of half-maximal effect; % is set by controls: 0 for no effect and ±100 for the full control effect; nearly all actives have a fitted effect of over 65% in size
#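 GFP signal (ex488/em500-530) from TGF-beta-stimulated HEPG2 CAGA-GFP cells, 500 pg/mL final, 18 h at 37 degrees C in DMEM plus 1% FBS, normalized to unstimulated and DMSO-stimulated controls.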
# Nrf2 activator = activators of Nrf2 (ARE) signaling; AREc32 ARE-luciferase reporter (MCF7-derived line), luminescence, 24 h; Potency, µM (top dose mostly 46.1 µM), without a hit: top-dose activation, hits mostly activators; hit rate 0.31% among 410,000; note: potency is the fitted concentration of half-maximal effect; % of control where 0% means no effect; nearly all actives have a fitted effect of over 65% in size
#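 AREc32_Fluc, 1000 cells/well, OPTI-MEM + 5% FBS, o/n 37 deg C 5% CO2; 23 nL cpd by pin tool, 24 hr; Steady-Glo 30 min RT, luminescence.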
# Akt phos inh = blocks phosphorylation of Akt; Neuro2A IGF-stimulated pAkt S473 HTRF, 20 min; active compounds read low; activity change, % for hits at 50 µM; hit rate 0.32% among 360,000; AID 651550; in the data active = activity change below about -80%; inconclusive = mostly about -51% to -80%; note: % is set by controls: 0 for no effect and ±100 for the full control effect
#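 Neuro2A cells (4,500/well, DMEM with 0.5% FBS) were treated with compound at a single 50 µM final concentration, stimulated with 6 nM IGF for 20 min at 37 °C, and lysed. Phospho-Akt Ser473 was read by HTRF as 665/615 ratio ×10^4.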
# S2 tox = viability counter-screen for ATXN expression inhibitors; S2 cells (HEK-293 line with an ATXN2-luciferase reporter) viability, CellTiter-Fluor protease fluorescence, 24 h; Potency, µM (highest dose often 56.7 µM), most hits filed as cytotoxic; hit rate 0.49% among 400,000; AID 651635; note: potency is the fitted concentration of half-maximal effect; nearly all actives have a fitted effect of over 40% in size
# A549 viability = A549 cytotoxicity, counter-screen for Nrf2 inhibitors | A549 ARE-Fluc cells, CellTiter-Fluor viability, 18-24 h | hit rate 0.16% among 390,000 | Potency, µM (titrated, usually from 46 µM), without a hit: at the top dose activity change, negative = cytotoxicity, actives largely listed as inhibitors | AID 504648; note: potency is the fitted concentration of half-maximal effect; % is set by controls: 0 for no effect and ±100 for the full control effect
#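 A549 ARE-Fluc cells in 5% FBS OPTI-MEM, 5000 cells/well, rested 2 h then exposed to compounds in concentration-response for 18-24 h at 37 °C. Viability by CellTiter-Fluor fluorescence (Ex 405/Em 525) after 30 min; luciferase luminescence (BugLite, 15 min, RT) read afterwards.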
# CCT chaperon mod = modulators of cytosolic chaperonin (CCT/TRiC) activity; purified chaperonin ATPase assay, HTRF ADP detection, 30 min; activity change, % (test concentration not listed), hits read low; hit rate 0.3% among 360,000; AID 651819; in the data active = activity change below about -30%; note: % is set by controls: 0 for no effect and ±100 for the full control effect
#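 TRiC at 40 or 20 nM final (batch-dependent) in 30 mM Tris pH 7.4, 100 mM KCl, 5 mM MgCl2, 1 mM DTT, with compound at single 76 uM and 10 uM ATP, 30 min at 37 deg C. ADP detected by HTRF Transcreener, 665/615 ratio.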
# MmCpn inh = M. maripaludis TRiC chaperonin inhibition | purified Mm-Cpn ATPase, ADP Transcreener TR-FRET | Potency, µM (series often up to 76.9 µM), for inactives: top-dose activity, negative = inhibition, actives largely listed as inhibitors | hit rate 0.031% among 330,000 | AID 504842; note: potency is the fitted concentration of half-maximal effect; % is set by controls: 0 for no effect and ±100 for the full control effect; nearly all actives have a fitted effect of over 80% in size
#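 Compound-treated chaperonin, 25 nM final, turns over 10 uM ATP at 37°C for 30 min following a 10 min preincubation; ADP generated competes with ADP-d2 for Eu-cryptate antibody, lowering FRET.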
# * marks the source's active call; other numbers are inactive results; i = inactive; ? = inconclusive; nt = not tested or not shown. Unless noted, calls come from the whole dose curve; as a rule, active = well fitted curve in the direction sought with a large enough effect; inconclusive = small, poorly fitted or top-dose-only effect, or another doubt; inactive = no such curve, though single readings can be large; an effect the other way counts as inactive or inconclusive.
SMILES,Nrf2 block,HepG2 tox,TGFb SMAD3 inh,Nrf2 activator,Akt phos inh,S2 tox,A549 viability,CCT chaperon mod,MmCpn inh
COc1cc(NS(=O)(=O)c2ccc(NC(=O)CN3C(=O)c4ccccc4C3=O)cc2)nc(OC)n1,0%,-10%,-4%,0.2%,i,i,2%,-2.5,1%
COc1ccc(-n2nc3c(N)n[nH]c3cc2=O)cc1,27%,4%,-7%,0.4%,i,i,0%,-0.9,1%
COc1ccc(CC(=O)NC2CCCc3ccccc32)cc1 (stereo not drawn),4%,21%,14%,-0.1%,i,nt,-9%,0.3,1%
COc1ccc(/C=C(/NC(=O)c2ccccc2)C(=O)NCc2ccco2)cc1,-1%,-8%,2%,-0.1%,i,i,3%,-0.9,1%
Cc1ccn2cc(-c3cccc(NC(=O)CCC(=O)O)c3)nc2c1,?,-27%,5%,-0.5%,i,i,7%,1.7,1%
Cc1cccn2cc(COc3ccc(-c4ccccc4)cc3)nc12,?,-34%,0%,2.1%,i,i,-17%,1.8,1%
CCCSC1=NC2(CCN(C(=O)NC3CCCCC3)CC2)N=C1c1ccc(Cl)cc1,16%,-2%,-2%,-0.8%,nt,i,-7%,nt,nt
CCOC(=O)C1(Cc2ccc(OC)cc2)CCN(C(=O)c2cccc3nccnc23)CC1,-15%,-11%,-8%,0.2%,i,i,-22%,-2.1,-5%
CC1CN(C(=S)Nc2ccccc2)CC(C)O1 (stereo not drawn),2%,-4%,12%,-0.3%,i,i,3%,-0.3,0%
Cc1ccc(CCNS(=O)(=O)c2cc3c(cc2C)NC(=O)CO3)cc1,?,-5%,-12%,3.0%,i,i,-6%,0.4,-1%
CCOc1ccc(NC(=O)CCn2cccn2)cc1,?,-14%,-3%,4.2%,nt,i,12%,nt,nt
Cc1ccc(NC(=O)CSc2nc(N)cc(=O)[nH]2)cc1S(=O)(=O)N1CCOCC1,-7%,5%,7%,-0.5%,i,i,4%,0.0,-1%
O=C(/C=C/[C@H]1O[C@@H](n2cnc3c(NC(=O)c4ccccc4)ncnc32)[C@H](O)[C@@H]1O)NCc1cccs1,nt,-4%,-3%,-0.2%,i,i,nt,-2.9,nt
CCOC(=O)N1CCN(C(=O)CCN2C(=O)COc3ccccc32)CC1,-6%,4%,3%,0.4%,i,i,2%,-2.1,2%
O=C(O)c1ccc(CNC(=O)c2ccc3c(c2)OCCO3)cc1,-12%,-3%,25%,-1.1%,i,i,-3%,1.3,0%
COc1ccc([C@H]2CC(=O)c3c(O)cc(O)cc3O2)cc1O,-9%,-11%,-5%,2.7%,i,i,-12%,0.1,-3%
Nc1ccccc1SC(CC(=O)c1ccccc1)c1ccc([N+](=O)[O-])cc1 (stereo not drawn),nt,-64%,?,?,i,?,nt,1.1,nt
N#Cc1nc(-c2ccco2)oc1NCCCn1ccnc1,-5%,-5%,-3%,-0.4%,i,i,3%,-0.1,-2%
S=c1nn[nH]n1C12CC3CC(CC(C3)C1)C2,-22%,0%,?,0.1%,i,i,-4%,-1.5,1%
CCN(CC)C(=O)Cn1cc(S(=O)(=O)CC(=O)N2CC(C)OC(C)C2)c2ccccc21 (stereo not drawn),3%,-1%,20%,0.4%,i,i,-2%,2.1,nt
NC(=O)C1CCN(Cc2nc(-c3ccccc3)no2)CC1,22%,-2%,1%,-0.2%,i,i,-6%,-1.4,0%
COC(=O)c1c(NC(=O)c2cc(=O)c3cc(C)cc(C)c3o2)sc2c1CCC2,1%,4%,37%,0.6%,nt,?,3%,nt,nt
Cc1cccc(-c2n[nH]nc2C2=CC(=O)CC(C)(C)C2)c1,nt,-17%,-11%,0.4%,i,i,nt,-4.7,nt
O=C(Cc1n[nH]c(=O)c2ccccc12)Nc1cccc(S(=O)(=O)N2CCCCCC2)c1,9.2µM*,5%,?,3.5%,i,i,-14%,-0.3,2%
O=C1N/C(=N/O)S/C1=C\c1ccccc1-n1cccn1,-1%,-16%,5%,2.4%,i,i,4%,-25,0%

# (more compounds)
SMILES,Nrf2 block,HepG2 tox,TGFb SMAD3 inh,Nrf2 activator,Akt phos inh,S2 tox,A549 viability,CCT chaperon mod,MmCpn inh
CCCCC(O)(c1ccc(OC)cc1)C(CN1CCOCC1)c1ccccc1 (stereo not drawn),9%,-2%,0%,7.2%,i,i,-3%,0.8,2%
CCN(CC)CCCN=Cc1c(O)n(-c2c(C)cccc2C)c(=O)c2ccccc12,-7%,3%,27%,-0.2%,i,i,-15%,0.3,0%
O=C(Nc1nnc(SCc2c(Cl)cccc2Cl)s1)C1CC(=O)N(c2ccc3c(c2)OCCO3)C1 (stereo not drawn),0%,1%,3%,-0.7%,i,i,-2%,1.0,-1%
C=CCn1c(SCC(=O)Nc2ccc3c(c2)OCO3)nnc1-c1ccccc1,nt,-11%,31%,-0.5%,i,i,-6%,-1.1,0%
O=C(/C=C/c1ccc(-c2ccccc2[N+](=O)[O-])o1)c1ccc(Br)cc1,-7%,-19%,-17%,2.5µM*,i,i,0%,-1.4,?
Cc1c(CCOC(=O)C23CC4CC(CC(C)(C4)C2)C3)sc[n+]1Cc1ccccc1,-5%,-38%,?,0.1%,i,i,4%,-7.7,-1%
CC1(C(=O)Nc2ccc3c(c2)OCO3)Cc2c(-c3ccc4c(c3)OCO4)ccnc2O1 (stereo not drawn),nt,-1%,-18%,3.6%,i,?,nt,-1.0,nt
Cc1ccc(-c2nnc(Nc3ccc(Br)cc3)c3ccccc23)cc1S(=O)(=O)N1CCN(C)CC1,nt,-3%,-25%,-0.7%,nt,nt,?,nt,nt
CC(C)(C)OC(=O)Nc1ccc([C@H](NC(=O)OC(C)(C)C)C(=O)OC(C)(C)C)cc1,-18%,2%,-4%,0.2%,i,i,-1%,-4.3,0%
CCCCC[C@H](C)N1C[C@H](COCc2ccccc2)Oc2cc(N3CC[C@H](O)C3)ccc2S1(=O)=O,nt,nt,nt,5.7%,i,?,nt,-0.2,nt
CC(C)N(Cc1ccccc1)C(=O)c1nc(-c2ccc(Cl)cc2)n2c1CCCCC2,21µM*,-14%,?,0.8%,nt,?,-13%,nt,nt
CC(C)=CCC[C@H](C)C[C@@H]1CC2=C(C(=O)OC(C)(C)O2)[C@@H](c2ccc(F)cc2)O1,nt,nt,nt,0.6%,i,i,nt,0.8,nt
CCOC(=O)c1c(NC(=O)CSc2nnnn2-c2ccc(OC)cc2)sc(C)c1C,nt,-20%,1%,-0.4%,i,i,-2%,-3.0,0%
Cc1noc(C)c1C(=O)OCC(=O)Nc1cc(Cl)ccc1Oc1ccccc1,-4%,-16%,?,2.2%,i,i,-1%,-1.5,2%
O=C(NCCc1ccccn1)c1cncc(Br)c1,22%,-2%,0%,0.7%,i,i,1%,0.3,1%
C[C@H]1COc2cccc(N3CCC[C@@H]3CO)c2S(=O)(=O)N1,nt,nt,nt,-0.3%,i,i,nt,1.0,nt
CCCc1cc(N2CCCC2)n2nc(C)c(-c3ccccc3)c2n1,?,1%,-12%,-0.8%,i,i,-17%,-1.8,0%
CCN(CC)C(=O)COC(=O)c1ccc(O)cc1,1%,3%,-9%,0.2%,i,i,4%,-3.0,nt
Clc1ccccc1CSc1nnc(-c2ccccn2)n1Cc1ccco1,-18%,-3%,4%,2.6%,i,i,-11%,-1.3,2%
NC(=O)C1CCN(CC(=O)NC2CCCc3ccccc32)CC1 (stereo not drawn),0%,0%,0%,-0.5%,i,i,-1%,0.7,1%
CC(C)(C)Nc1nc(Oc2ccc(=O)n(-c3ccccc3)n2)nc(N2CCOCC2)n1,-22%,-23%,?,-0.9%,i,i,-14%,-1.6,-1%
Cc1ccc(NS(=O)(=O)c2cccc(C(=O)N3CCN(C(=O)c4ccco4)CC3)c2)cc1,?,-65%,-2%,-0.5%,i,i,4%,-1.4,1%
CCOc1ccccc1NC(=S)N(CCOC)C1CCN(C(C)=O)CC1,?,31%,14%,-0.7%,i,i,6%,-0.5,1%
CN(CC(=O)Nc1ccc(F)cc1)C(=O)COC(=O)c1ccc(-c2ccccc2)cc1,-1%,-11%,-18%,-0.2%,i,i,1%,-31*,-1%
COc1ccc(N=C2O/C(=C/c3sc(=S)n(CC4CCCO4)c3O)N=C2C#N)cc1 (stereo not drawn),?,-18%,-18%,3.5%,i,?,9%,1.5,0%
C/C(Nc1ccc(Cl)cc1)=C(/C#N)C(N)=O,-11%,10%,?,0.3%,i,i,1%,-5.3,0%

# Profiles as entered above. Order of screens: Nrf2 block | HepG2 tox | TGFb SMAD3 inh | Nrf2 activator | Akt phos inh | S2 tox | A549 viability | CCT chaperon mod | MmCpn inh
# Cc1cccn2cc(COc3ccc(-c4ccccc4)cc3)nc12 is entered as ? | -34% | 0% | 2.1% | i | i | -17% | 1.8 | 1%
# C=CCn1c(SCC(=O)Nc2ccc3c(c2)OCO3)nnc1-c1ccccc1 is entered as nt | -11% | 31% | -0.5% | i | i | -6% | -1.1 | 0%
# S=c1nn[nH]n1C12CC3CC(CC(C3)C1)C2 is entered as -22% | 0% | ? | 0.1% | i | i | -4% | -1.5 | 1%
# CCCc1cc(N2CCCC2)n2nc(C)c(-c3ccccc3)c2n1 is entered as ? | 1% | -12% | -0.8% | i | i | -17% | -1.8 | 0%
# CC(C)=CCC[C@H](C)C[C@@H]1CC2=C(C(=O)OC(C)(C)O2)[C@@H](c2ccc(F)cc2)O1 is entered as nt | nt | nt | 0.6% | i | i | nt | 0.8 | nt

# 3 of the entries above in order of the MmCpn inh value, ascending:
Compound	MmCpn inh
O=C(Nc1nnc(SCc2c(Cl)cccc2Cl)s1)C1CC(=O)N(c2ccc3c(c2)OCCO3)C1 (stereo not drawn)	-1%
CCN(CC)CCCN=Cc1c(O)n(-c2c(C)cccc2C)c(=O)c2ccccc12	0%
Clc1ccccc1CSc1nnc(-c2ccccn2)n1Cc1ccco1	2%
